Tb MetRS inh – blocks T. brucei methionyl-tRNA synthetase activity; purified T. brucei MetRS, ATP depletion, Kinase-Glo luminescence; inhibition, % at 11.9 µM; hit rate 0.4% among 360,000; AID 624268;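 active = inhibition above a per-plate cutoff of the control wells' mean inhibition plus 3 SD, cut at about 5.5% in these data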;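 note: 0% = DMSO wells median and 100% = median of wells with control inhibitor compound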
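technique = Kinase-Glo luminescence, ATP depletion format | system = purified MetRS (methionyl-tRNA synthetase) enzyme from Trypanosoma brucei | timing = 15 min preincubation, 2 h reaction, all 25 °C | evaluation = percent inhibition versus plate control medians | dosing = single dose, 11.9 µM final nominal, 0.9% final DMSO | also added = substrates ATP, L-methionine and bulk Escherichia coli tRNA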
Rpn11 block – blocks the human proteasome subunit Rpn11. O00487. human 26S proteasome, Ub4-pepOG fluorescence polarization; 20S core pre-blocked with epoxomicin. calls only at 20 µM. hit rate 0.59% among 360,000;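 active = inhibition at 20 µM, scaled to each plate's controls, above about 33%, limit read from the data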
LMPTP inh – blocks human LMPTP phosphatase | inhibition, % at 20 µM | P24666 | AID 651560 | hit rate 0.22% among 360,000 | recombinant LMPTP-A, OMFP fluorogenic substrate, fluorescence intensity;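 active = compounds that cut the enzyme signal by at least half of the control window in the single-dose screen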;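 note: plate controls were DMSO wells with enzyme plus substrate for no effect and substrate without enzyme for full effect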
Target sequence (P24666 whole entry, looked up): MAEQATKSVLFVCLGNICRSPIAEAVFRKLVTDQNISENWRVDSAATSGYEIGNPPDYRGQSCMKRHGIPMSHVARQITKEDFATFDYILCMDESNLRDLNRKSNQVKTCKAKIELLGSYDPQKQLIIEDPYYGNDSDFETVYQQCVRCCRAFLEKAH
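Assay system: LMPTP-A enzyme. Input: 0.625 nM LMPTP-A final. Probe or stimulus: 400 µM OMFP. Compound dosing: single 20 µM dose. Schedule: 50 min dark incubation at room temperature. Detection: fluorescence intensity of OMFP turnover product. Read-out: percent inhibition versus substrate-only and uninhibited controls. Benchmarks: no-enzyme low control, uninhibited high control.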
Scp-1 inhibitor – blocks human Scp-1 phosphatase activity. Q9GZU7. Recombinant Scp1, phosphopeptide, malachite green phosphate absorbance. inhibition, % at 20 µM. hit rate 0.88% among 340,000. AID 493091;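 active = inhibition above about 50% at 20 µM, limit read from the data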;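 note: plate controls were DMSO wells with enzyme for no effect and wells lacking enzyme for full effect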
Target sequence (Q9GZU7 76-261 limits assumed): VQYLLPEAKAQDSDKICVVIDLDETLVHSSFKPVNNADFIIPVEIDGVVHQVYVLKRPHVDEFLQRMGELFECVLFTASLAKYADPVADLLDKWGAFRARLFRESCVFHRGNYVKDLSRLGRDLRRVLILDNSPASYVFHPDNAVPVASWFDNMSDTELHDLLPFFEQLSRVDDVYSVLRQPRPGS
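System: SCP-1 catalytic domain; Reagent: Phospho 17-mer peptide substrate; Doses: one concentration, 20 µM, with 1.0% DMSO; Incubation: 45 min room-temperature reaction, 5 min colour, 30 min stabiliser; Signal: Phosphate-binding colour reagent, absorbance read at 630 nm.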
SUMO1 PPI mod – modulators of human SUMO1-mediated protein-protein interactions | hit rate 0.33% among 360,000 | inhibition, % at 20 µM | AID 602429 | SUMO1 binding to a labelled peptide, TR-FRET, 1 h; in the data active = inhibition above about 37%
Target sequence (P63165 whole entry, looked up): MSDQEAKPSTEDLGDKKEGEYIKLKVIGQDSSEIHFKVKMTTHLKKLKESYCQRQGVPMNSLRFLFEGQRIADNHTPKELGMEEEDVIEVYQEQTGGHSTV
NadD block – blocks S. aureus nicotinate mononucleotide adenylyltransferase; hit rate 0.78% among 360,000; purified NadD enzyme, colorimetric absorbance read-out; AID 602399; inhibition, % at 20 µM; in the data active = inhibition above about 26%; note: some compounds past the cut are filed as inactive
MsrA inhibitor – bovine MsrA inhibition; hit rate 0.75% among 360,000; inhibition, % at 15.5 µM; purified bovine MsrA, absorbance read-out; in the data active = inhibition above about 4.5%;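 note: 0% = vehicle wells with enzyme and 100% = reference inhibitor wells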
CSN deneddyl inh – CSN deneddylation inhibition; inhibition, % at 12.5 µM; AID 651999; Q92905; hit rate 0.38% among 360,000; Purified CSN, SCF-Nedd8-OG deneddylation, fluorescence polarization;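 active = pattern-corrected inhibition above about 35%, with an unprinted fluorescence ratio check between 0.5 and 1.5, limit read from the data, passing the limit was not always enough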;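 note: 0% = enzyme with substrate and 100% = substrate without enzyme; some results filed as inactive read as strong as hits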
Target sequence (Q92905 whole entry, looked up, one chain of several): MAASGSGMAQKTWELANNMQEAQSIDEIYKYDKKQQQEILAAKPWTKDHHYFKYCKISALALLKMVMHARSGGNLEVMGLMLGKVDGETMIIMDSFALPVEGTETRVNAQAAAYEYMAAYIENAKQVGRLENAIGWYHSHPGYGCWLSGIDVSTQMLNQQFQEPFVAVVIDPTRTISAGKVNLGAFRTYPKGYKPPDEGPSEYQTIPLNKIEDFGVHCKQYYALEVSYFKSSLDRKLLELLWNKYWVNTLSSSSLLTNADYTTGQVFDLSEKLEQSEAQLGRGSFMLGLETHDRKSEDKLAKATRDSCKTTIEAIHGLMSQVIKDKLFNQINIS
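Assay system: HEK293T-derived human Csn5 enzyme; quantity: 0.24 nM enzyme; medium: Tris/NaCl/DTT buffer, pH 7.5; also added: substrate SCFSkp2-Nedd8OG, 10 nM; doses: 12.5 µM compound; schedule: 90 min reaction at room temperature; signal: FP; read-out: % inhibition of substrate cleavage by Csn5; benchmarks: substrate-only high control, full reaction low control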
DNMT1 inh – blocks human DNA methyltransferase DNMT1. P26358. DNMT1 molecular beacon, Hinp1I cleavage, fluorescence. inhibition (reported as % activation of signal), % at 10 µM. hit rate 0.83% among 360,000. AID 588458; in the data active = inhibition above about 50%
STEP inh – blocks human striatal-enriched tyrosine phosphatase; P54829; recombinant STEP, OMFP fluorogenic substrate, fluorescence; inhibition, % at 20 µM; hit rate 0.25% among 360,000;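 active = inhibition at 20 µM, scaled per plate between control wells, above about 37%, limit read from the data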;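 note: 0% = DMSO with enzyme and substrate and 100% = substrate only without enzyme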
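Assay system: isolated STEP enzyme / Timing: 20 min at room temperature, dark / Doses: 20 µM, 1% DMSO / Technique: fluorescence intensity, excitation 480 nm, emission 540 nm / Reagent: fluorogenic phosphatase substrate OMFP at 25 µM final / Measure: percent inhibition scaled to no-enzyme and uninhibited-enzyme controls, plate-pattern corrected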
* hit, by the source's call; i = inactive; / = not tested or not shown; & = joins results of further samples.

Tb MetRS inh,Rpn11 block,LMPTP inh,Scp-1 inhibitor,SUMO1 PPI mod,NadD block,MsrA inhibitor,CSN deneddyl inh,DNMT1 inh,STEP inh,smiles
0.2,i,-0.1,-4.8,7.3,-4.6,/,1.7,1.4,-2.0,COc1ccc(Cl)cc1NC(=O)CCNC(=O)Cn1ccc2ccccc2c1=O
-0.4,i,-0.2,-7.5,-0.3,-7.5,0.3,-9.4,-5.4,-0.1,CCOc1ccccc1-c1nc(CN(Cc2cnn(C)c2)C(C)C)c(C)o1
0.2,i,-3.3,-11.1,0.2,0.0,0.9,-6.6,-2.2,1.2,Cc1ccc(NC(=O)NC2CCCCC2)c(C)c1
-0.2,i,3.4,-11.5,-10.2,-9.6,-0.9,-3.3,-2.5,1.1,Cc1cc(C)c(C(=O)COC(=O)c2nn(C)c(=O)c3ccccc23)cc1C
1.7,i,1.3,-7.4,-8.5,1.5,0.1,0.4,0.8,-3.1,COCCCNc1nc2nonc2nc1NCCSC
-1.4,i,7.7,-3.5,12.3,24.3,-0.8,11.2,-6.8,0.7,COc1ccccc1C(=O)Nc1ccc2c(c1)nc1n2CCSC1
8.5*,i,1.9,-2.4,-10.9,6.2,0.8,4.6,-3.9,0.8,O=C(CNc1cc(S(=O)(=O)N2CCOCC2)ccc1NCC1CCCO1)Nc1ccc(F)c(F)c1 (centres undefined)
0.1,i,-0.4,3.8,1.4,-1.2,-0.2,1.2,3.5,-1.1,O=C1c2ccccc2S(=O)(=O)N1Cc1cccc(S(=O)(=O)N2CCOCC2)c1
-0.6,i,-0.8,1.4,-2.1,-7.4,0.3,1.5,0.6,-1.7,COc1ccccc1NC(=O)CC1C(=O)Nc2ccccc2N1C(=O)c1ccccc1 (centres undefined)
0.2,i,-0.8,-8.4,-17.1,-1.0,3.6,3.5,1.3,3.8,O=[N+]([O-])c1ccc(N2CCN(Cc3ccccc3)CC2)nc1
-0.1,i,3.7,-8.5,1.7,0.3,0.3,1.5,-12.2,-2.9,CCc1ccc(NC(=O)c2cc(S(=O)(=O)N3CCc4ccccc43)cn2C)cc1
-0.1,i,2.7,-11.5,0.5,-2.2,0.3,2.8,-13.3,3.5,CCCCCCCCOC(=O)C1=C(C)Nc2nnnn2C1c1cccs1 (centres undefined)
-0.1,i,-0.5,-8.1,1.1,1.0,0.0,-4.2,1.1,-3.3,COCC(C)n1c(SCC(=O)NC(=O)Cc2ccccc2)nc2ccccc2c1=O (centres undefined)
0.1,i,0.0,-10.7,3.2,15.3,-0.8,-4.7,16.5,-0.7,NS(=O)(=O)c1ccc(NC(=S)Nc2ccc(OCc3ccccc3)cc2)cc1
-0.7,i,-0.3,-6.6,1.3,-4.3,2.9,-0.9,-2.9,2.3,Cc1cccc(N2CCN(C(=O)COc3cc(=O)n(C)c4ccccc34)CC2)c1C
-0.5,i,1.3,1.4,2.4,-3.6,2.2,-2.1,-2.4,-1.8,CCN(CC)CCN(Cc1cc2ccc(C)cc2[nH]c1=O)C(=S)Nc1ccccc1C(=O)OC
0.9,i,0.4,-4.5,4.0,-2.0,-0.3,3.5,-3.5,4.6,COc1ccccc1CNC(=O)CCC(=O)N1Cc2cccc(OC)c2Oc2ncccc21
-0.4,i,-1.1,-9.8,-0.5,-7.6,-0.6,1.6,3.3,-1.6,COc1ccc(CCNC(=O)C(C)OC(=O)c2nsc(Cl)c2Cl)cc1OC (centres undefined)
-0.8,i,2.0,-6.4,-2.5,0.4,-0.9,-0.9,-1.7,3.7,N/C(=N\OC(=O)Cc1ccc(-c2ccccc2)cc1)c1ccncc1
-0.1,i,2.6,-7.7,3.8,-1.3,1.8,-0.9,3.3,-1.2,O=C1CC2(CCCCC2)Oc2ccccc21
-0.4,i,1.0,-0.8,13.5,8.1,1.1,4.3,-1.5,1.3,CCOc1ccccc1C(=O)OCC(=O)Nc1nnc(-c2ccccc2)o1
-1.2,i,-1.5,3.6,-2.3,-2.4,-0.1,-1.0,-0.2,2.6,CN(C)C=NCCn1c(N2CCOCC2)nc2c1c(=O)n(C)c(=O)n2C
-0.5,/,0.1,/,1.3,/,-0.6,1.3,/,/,CCC(c1nc2ccccc2[nH]1)n1c(-c2cccnc2)nc2ccccc21 (centres undefined)
-1.0,i,-0.4,7.1,-2.5,2.8,0.8,-2.9,-1.2,0.5,CCn1c(CSCc2ccc(C)cc2)nnc1SCC(=O)N1CCN(c2ccccc2)CC1
0.2,i,-0.3,-8.7,0.1,-3.2,0.6,2.3,0.2,3.6,CCCn1c(-c2cccnc2Cl)nc2cc(Cl)c(Cl)cc21
-0.2,i,-0.5,-6.2,-1.4,-5.9,/,0.1,-0.2,-6.7,NC(=O)C1CCN(C(=O)c2ccc(-c3ccccc3)cc2)CC1
0.4,i,-0.2,-2.7,1.2,0.8,-0.4,-0.7,3.5,-0.6,CC(CN1CCCCC1)OC(=O)CCc1ccccc1 (centres undefined)
-0.6,i,-1.6,-1.2,-16.3,-5.7,1.9,-6.3,6.8,-5.3,O=C(CSc1nc2c(c(=O)n1-c1ccc(Cl)cc1)SCC2)N1CCOCC1
-0.2,i,-0.5,2.6,-5.6,1.7,0.9,6.4,1.1,-0.3,CCC(C)(C)NC(=O)c1cc(OC)c(OC)cc1[N+](=O)[O-]
-0.5,i,-0.2,-9.5,1.3,-3.4,2.6,-2.0,1.2,0.8,Cc1cc(C)c(C(=O)OCC(=O)NC(=O)c2ccccc2)c(C)c1
0.4,i,9.0,17.4,23.7,4.7,0.4,9.4,52.6*,11.6,Cc1nnc(NC(=O)CSc2ccc(-c3ccco3)nn2)s1
-0.2,i,2.3,-7.8,-1.5,28.1,0.1,-2.5,-44.4,-1.5,O=C(CN1C(=O)/C(=C\c2ccccc2F)SC1=S)Nc1nc2ccccc2s1
-0.2,i,11.6,-3.1,3.5,12.4,0.6,-1.6,-6.0,3.1,O=C(Nc1ccc2c(c1)OCO2)c1c[nH]c(=O)n(-c2ccc(F)cc2)c1=O
-0.3,i,1.6,-5.6,1.7,4.8,1.7,4.9,3.6,-1.4,CC1(C)CC(=O)C=C(Nc2ccc(F)cc2)C1
-0.5,i,2.0,-3.3,1.2,-4.8,-0.3,-0.1,8.4,-0.1,CC(=O)NC1(c2ccccc2)CCN(CC(=O)N2CCC(C)CC2)CC1
0.0,i,-0.5,-13.5,7.3,-7.1,0.7,0.5,0.3,0.1,CN(Cc1ccccc1)C(=O)COc1ccccc1Cl
-0.3,i,1.9,-2.3,4.1,1.1,-1.1,5.2,0.1,-0.9,COc1ccc(SC[C@H](CC(C)C)N2CCN(CCc3ccccc3)CCC2=O)cc1
-0.2,i,0.5,-12.8,-9.7,0.3,2.0,0.8,-1.7,-0.9,COc1ccc(OC)c(/C=N/NC(=O)c2c(C)nc3ccc(C)cn23)c1
-0.3,i,0.5,-2.5,2.8,-0.2,-0.9,0.0,-1.1,0.2,CCc1ncc(CN2CCCC(C(=O)Nc3ccc(-c4cscn4)cc3)C2)cn1 (centres undefined)
-0.2,i,-1.2,0.6,6.4,2.7,0.6,4.9,-7.4,-3.3,CCC(CO)Oc1cc(NC(=O)c2ccccc2N)c2ncn(C(C)C)c2c1 (centres undefined)
-0.7,i,0.2,-13.1,7.8,-1.2,-1.1,-3.0,1.0,1.7,CCc1nc(NCc2cccnc2)c2oc3ccccc3c2n1
0.1,i,0.5,-8.0,1.6,-6.0,-1.4,-3.1,-3.0,-2.6,Cc1ccc(NC(=O)CCNC(=O)c2ccc(Cl)cc2)cc1F
-0.4,i,-0.2,-2.7,-6.3,2.2,0.7,1.1,-0.7,-4.2,CC12CCC(C(=O)Nc3ccccc3)(C(Br)C1=O)C2(C)C (centres undefined)
0.0&-0.3,i,-0.7&1.0,-5.2,17.2&8.2,-2.3&-1.3,0.0&-0.3,3.3&2.0,1.9&1.3,0.7&-2.6,Cc1ccc(C(=O)Nc2cccc(C(F)(F)F)c2)cc1NC(=O)c1nccnc1N
-1.1,i,0.6,7.6,-0.3,2.5,-0.2,-1.9,0.7,3.7,COC(=O)/C(=C1/Oc2ccc(C(C)(C)C)cc2S1)C(F)(F)F
-0.4,i,-1.5,-1.6,0.9,-0.6,0.5,2.4,0.5,0.8,O=C(c1ccc(Cl)c(S(=O)(=O)N2CCCC2)c1)N1CCCCC1
-0.1,i,0.6,/,-2.5,9.8,0.4,-2.5,1.5,2.8,CC1(C(=O)O)CCCN1C(=O)c1cccc2ccccc12 (centres undefined)
-0.8,i,1.0,-4.5,-3.4,-3.3,-0.2,2.8,-1.1,1.4,COc1ccccc1CN(C)C(=O)CNC(=O)c1cccc(Cl)c1
-0.1,i,-0.8,-5.5,2.7,1.8,1.0,-1.8,3.1,1.3,O=C(CN1C(=O)NC2(CCCC2)C1=O)NNC(=O)c1ccc(Cl)cc1
-0.4,i,0.6,-3.5,0.2,7.2,1.2,14.3,-0.3,0.3,Cc1cc2ccccn2c1C(=O)Nc1ccc(Cl)cc1

In a second layout: two of the compounds above.
canonical_smiles | Tb MetRS inh | Rpn11 block | LMPTP inh | Scp-1 inhibitor | SUMO1 PPI mod | NadD block | MsrA inhibitor | CSN deneddyl inh | DNMT1 inh | STEP inh
CCC(C)(C)NC(=O)c1cc(OC)c(OC)cc1[N+](=O)[O-] | -0.2 | i | -0.5 | 2.6 | -5.6 | 1.7 | 0.9 | 6.4 | 1.1 | -0.3
COc1ccccc1CN(C)C(=O)CNC(=O)c1cccc(Cl)c1 | -0.8 | i | 1.0 | -4.5 | -3.4 | -3.3 | -0.2 | 2.8 | -1.1 | 1.4

(next part)
Tb MetRS inh,Rpn11 block,LMPTP inh,Scp-1 inhibitor,SUMO1 PPI mod,NadD block,MsrA inhibitor,CSN deneddyl inh,DNMT1 inh,STEP inh,smiles
0.3,i,1.4,-6.9,-0.6,-9.9,1.2,-4.3,2.7,-2.9,Cc1ccc(C(=O)O/N=C(\N)c2ccccc2)c(Cl)c1
-0.1,i,5.9,-0.4,-17.5,-6.2,/,-5.3,-23.9,3.6,COCCCNC(=O)c1ccc2c3c(onc13)-c1ccccc1C2=O
-0.6,i,-3.6,-0.8,-1.6,-7.6,1.4,4.8,1.1,-2.1,O=C(NNC(=O)c1cccs1)c1ccc(Cl)nc1
-0.2,i,-0.7,-4.3,-0.4,-0.9,0.3,4.7,3.0,-1.6,Cc1ccc(S(=O)(=O)NCCN2CCOCC2)cc1
-0.8,i,-0.9,-4.4,-7.5,-1.0,1.5,3.7,-6.0,2.0,O=C(c1cc2ccccc2c(=O)o1)N1CCc2ccccc2C1

Screening data as filed in PubChem BioAssay.
